Compound activity from PubChem.
GLS inh: qHTS for Inhibitors of Glutaminase (GLS) | GLS enzymatic activity, qHTS titration | Potency, µM (top dose mostly 45.5 µM), for inactives: at the highest dose activity change, negative = inhibition, usual class: inhibitors | 410,000 compounds, 0.21% hits; also: potency is read from the fitted curve at half-maximal effect; % is scaled to controls: 0 for no effect and ±100 for the full control effect
Target sequence (O94925 whole entry, looked up): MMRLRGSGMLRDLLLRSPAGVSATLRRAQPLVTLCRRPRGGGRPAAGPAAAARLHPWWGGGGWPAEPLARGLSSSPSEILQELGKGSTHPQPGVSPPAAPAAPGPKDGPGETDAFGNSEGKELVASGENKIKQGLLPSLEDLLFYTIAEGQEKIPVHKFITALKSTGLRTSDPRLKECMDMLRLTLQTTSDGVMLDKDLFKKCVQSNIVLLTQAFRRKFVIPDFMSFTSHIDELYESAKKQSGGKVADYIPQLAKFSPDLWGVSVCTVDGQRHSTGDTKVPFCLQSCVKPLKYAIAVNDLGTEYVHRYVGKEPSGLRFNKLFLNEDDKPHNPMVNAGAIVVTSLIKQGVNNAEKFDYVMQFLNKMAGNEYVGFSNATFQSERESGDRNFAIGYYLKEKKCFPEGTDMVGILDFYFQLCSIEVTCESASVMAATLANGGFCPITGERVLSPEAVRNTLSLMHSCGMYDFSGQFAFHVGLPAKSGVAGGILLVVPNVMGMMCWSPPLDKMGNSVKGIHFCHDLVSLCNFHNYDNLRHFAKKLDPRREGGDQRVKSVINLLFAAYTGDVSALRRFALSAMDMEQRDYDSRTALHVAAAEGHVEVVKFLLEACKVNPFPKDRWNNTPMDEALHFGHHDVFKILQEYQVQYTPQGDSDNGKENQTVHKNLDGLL
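Read-out is an Amplex red fluorescence increase coupled through glutamate oxidase and HRP, measured before and after 30 min room-temperature incubation. hKGA is in 45 mM KH2PO4 (pH 8.2) with 0.02% Tween-20; glutamine added as 1mM solution.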
ALOX12 inh: Primary qHTS assay for inhibitors of human arachidonate 12S-lipoxygenase (ALOX12): Round 2. Polyunsaturated fatty acid lipoxygenase ALOX12 (Homo sapiens), P18054. purified 12hLO, xylenol orange hydroperoxide absorbance. Potency, µM (series often up to 108 µM), for the others: at the highest dose activity change, negative = inhibition, hits mostly inhibitors. 580,000 compounds, 1.1% hits. AID 1671190, 2021; also: potency is read from the fitted curve at half-maximal effect; % is scaled to controls: 0 for no effect and ±100 for the full control effect
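Purified human 12hLO at 150 nM in 25 mM Hepes, 0.01% Triton X-100, pH 7.0, preincubated 15 min at room temperature with compound. Reaction started with 40 uM arachidonic acid, 30 min at room temperature. Hydroperoxide measured by Fe-xylenol orange, 573/405 nm absorbance ratio.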
JMJD2A Tudor inh: qHTS Assay for Inhibitors of JMJD2A-Tudor Domain. Potency, µM (highest dose often 114 µM), without a hit: at the top dose activity change, negative = inhibition, usual class: inhibitors. Lysine-specific demethylase 4A (Homo sapiens), O75164. AlphaScreen JMJD2A-Tudor / H3K4me3 peptide binding. AID 504339, 2011. 390,000 compounds, 4.4% hits; also: potency is read from the fitted curve at half-maximal effect; % is scaled to controls: 0 for no effect and ±100 for the full control effect; nearly all actives have a fitted effect of over 50% in size
G9a block: qHTS Assay for Inhibitors of Histone Lysine Methyltransferase G9a; Histone-lysine N-methyltransferase EHMT2 (Homo sapiens), Q96KQ7; G9a H3K9 monomethylation, AlphaScreen, 2 h; Potency, µM (highest dose often 102 µM), for the others: at the highest dose activity, negative = inhibition, most hits filed as inhibitors; 350,000 compounds, 8.8% hits; AID 504332, 2011; also: potency is read from the fitted curve at half-maximal effect; % is scaled to controls: 0 for no effect and ±100 for the full control effect; nearly all actives have a fitted effect of over 75% in size
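Using a bead-based AlphaScreen, monomethylated H3K9 product from 2 h room-temperature reactions (G9a 20 nM, peptide 500 nM, SAM 20 uM) was detected with 0.5 ug/mL rabbit anti-H3K9me1 antibody.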
BAZ2B inh: qHTS Assay for Inhibitors of BAZ2B. Bromodomain adjacent to zinc finger domain protein 2B (Homo sapiens), Q9UIF8. AlphaScreen BAZ2B-H3K14Ac peptide displacement. Potency, µM (titrated, usually from 114 µM), without a hit: top-dose activity change, negative = inhibition, most hits filed as inhibitors. 360,000 compounds, 4.4% hits. AID 504333, 2011; also: potency is read from the fitted curve at half-maximal effect; % is scaled to controls: 0 for no effect and ±100 for the full control effect; nearly all actives have a fitted effect of over 60% in size
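BAZ2B 50 nM plus b-H3(5-23)K14Ac 50 nM, PBS pH 7.4/0.01% Tween-20, 30 min RT; compound added (max 110 uM), 30 min RT; streptavidin donor/Ni-chelate acceptor beads 10 ug/mL final, 20 min dark; AlphaScreen read.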
RGS4 inhibitor: Inhibitors of Regulator of G Protein Signaling (RGS) 4: qHTS; Regulator of G-protein signaling 4 (Homo sapiens), P49798; Transcreener GDP fluorescence polarization, RGS4-accelerated GTP hydrolysis; Potency, µM (doses to about 114 µM), for the others: at the highest dose activity change, negative = inhibition, actives largely listed as inhibitors; 390,000 compounds, 0.039% hits; AID 504845, 2011; also: potency is read from the fitted curve at half-maximal effect; % is scaled to controls: 0 for no effect and ±100 for the full control effect; nearly all actives have a fitted effect of over 75% in size; some results filed as inactive show a strong effect at the top dose
Target sequence (P49798 whole entry, looked up): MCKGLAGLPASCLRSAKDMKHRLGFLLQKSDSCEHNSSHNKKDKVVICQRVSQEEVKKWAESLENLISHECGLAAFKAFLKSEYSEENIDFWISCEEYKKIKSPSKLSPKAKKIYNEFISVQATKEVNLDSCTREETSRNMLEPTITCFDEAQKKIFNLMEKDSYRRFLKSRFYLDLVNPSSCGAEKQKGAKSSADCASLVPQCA
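MLSMR compounds (23 nl, pin-transferred) preincubated 10 min at room temperature with a 500nM (2x) first reagent, then RGS4 at 900nM (2x) plus Transcreener GDP mix added; fluorescence polarization (620/688 nm) read before and after 90 min at 30 °C.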
PI4K2A inh: qHTS for small molecular inhibitors of PI4K2A. Phosphatidylinositol 4-kinase type 2-alpha (Homo sapiens), Q9BTU6. purified PI4K2A, ADP-Glo luminescence, 1 h; hits give low values. activity change, negative = inhibition, % at 76.9 µM. 420,000 compounds, 0.13% hits; in the data active = activity change below about -50%; inconclusive = mostly about -30% to -49%;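 also: -100% = wells without enzyme as full effect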
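ADP-Glo luminescence measured ADP generated by PI4K2A enzyme (4 ug/mL before mixing) with 1.2 mM PI substrate (pre-mix) and 300 microM ATP (pre-mix). Tris pH7.5 buffer with MgCl2, Triton X-100; 1 h reaction at ambient temperature.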
HP1b binding inh: HTS for Inhibitors of HP1-beta Chromodomain Interactions with Methylated Histone Tails; AlphaScreen HP1-beta / biotin-H3K9me3 peptide binding; 390,000 compounds, 0.56% hits; Chromobox protein homolog 1 (Homo sapiens), P83916; AID 540317, 2011; Potency, µM (highest dose often 114 µM), for the others: at the top dose activity change, negative = inhibition, most hits filed as inhibitors; also: potency is read from the fitted curve at half-maximal effect; nearly all actives have a fitted effect of over 70% in size; inactives centre near 23
Target sequence (P83916 whole entry, looked up): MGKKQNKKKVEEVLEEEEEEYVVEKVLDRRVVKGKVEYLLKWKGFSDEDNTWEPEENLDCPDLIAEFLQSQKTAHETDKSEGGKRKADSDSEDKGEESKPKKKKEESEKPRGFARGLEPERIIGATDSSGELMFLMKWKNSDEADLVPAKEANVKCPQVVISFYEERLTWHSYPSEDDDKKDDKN
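HP1-beta protein (50 nM final) preincubated 30 min at room temperature with biotinylated H3(1-18)K9me3 peptide (50 nM) in PBS pH 7.4, 0.01% Tween-20, then compound added for 30 min. AlphaScreen streptavidin donor/nickel chelate acceptor beads (10 ug/mL final), 30 min dark, luminescence read.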
ERG Ets-DNA blk: qHTS for Small Molecule Inhibitors of the ERG Ets/DNA interaction | Transcriptional regulator ERG (Homo sapiens), P11308 | fluorescence polarization, His-ERG Ets domain / labelled DNA | Potency, µM (doses to about 76.9 µM), for the others: at the top dose FP activity, negative = inhibition, most hits filed as inhibitors | 370,000 compounds, 0.028% hits | AID 624246, 2012; active = well fitted inhibition curve with a large enough effect in the polarisation, with a control signal flat; inconclusive = small, poorly fitted or top-dose-only effect, or effect the other way, or a change in a side signal; inactive = no such curve, though single readings can be large or run the other way; the % refers to the polarisation;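 also: polarization taken with two DNA probes labelled with fluorescein and Texas red; potency is read from the fitted curve at half-maximal effect; % of control where 0% means no effect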
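His-tagged ERG Ets domain (1 uM in the protein solution; 300mM KCl, 50mM Tris-HCl, 1mM EDTA, 1mM DTT, pH 7.5) received compound, then a probe mix of 5 nM fluorescein-DNA and 100nM Texas-615-DNA. Fluorescence polarization was read for both dyes.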
Starred values were filed as active, the others as inactive; ? = inconclusive; . = no result given; & = joins results of further samples; [ ] = remark or other dose. Unless noted, calls follow the shape of the dose curve; as a rule, active = well fitted curve in the direction sought with a large enough effect; inconclusive = small, poorly fitted or top-dose-only effect, or another doubt; inactive = no such curve, though single readings can be large; an effect the other way counts as inactive or inconclusive. Not all compounds are listed. The share of hits here may be higher or lower than overall.

The first 6 entries (preview)
SMILES	GLS inh	ALOX12 inh	JMJD2A Tudor inh	G9a block	BAZ2B inh	RGS4 inhibitor	PI4K2A inh	HP1b binding inh	ERG Ets-DNA blk
CCN(CC)S(=O)(=O)c1ccc(N2CCCC2)c(NC(=O)c2ccc(OC)cc2OC)c1	7%	-11%	-32%	28µM*	-32%	3%	2	18%	-2%
O=C(CCNS(=O)(=O)c1cccc2nsnc12)Nc1ccc2c(c1)OCCO2	21%	0%	-7%	?	-32%	10%	3	33%	-14%
O=C(Cn1ncc2c3ccccc3n(Cc3ccccc3)c2c1=O)N1CCN(c2ccccn2)CC1	2%	.	-23%	19%	-5%	8%	1	12%	0%
CN(CCO)Cc1csc2ccc(Br)cc12	3%	5%	-9%	?	-10%	13%	-1	37%	0%
COc1cc(C(=O)Nc2ccc3c(c2)N(C(=O)CCN(C)C)c2ccccc2CC3)cc(OC)c1OC	2%	0%	-18%	-13%	-19%	12%	-4	1%	1%
CC(C)CN(c1ccccc1)S(=O)(=O)c1nnc(NC(=O)c2ccco2)s1	8%&-2%	?	-16%&2%	-42%	-36%[57.1 µM]	19%[56.9 µM]	1&-1	42%&15%[activator]	-15%&-7%

Main list, repeating the preview:
SMILES	GLS inh	ALOX12 inh	JMJD2A Tudor inh	G9a block	BAZ2B inh	RGS4 inhibitor	PI4K2A inh	HP1b binding inh	ERG Ets-DNA blk
CCN(CC)S(=O)(=O)c1ccc(N2CCCC2)c(NC(=O)c2ccc(OC)cc2OC)c1	7%	-11%	-32%	28µM*	-32%	3%	2	18%	-2%
O=C(CCNS(=O)(=O)c1cccc2nsnc12)Nc1ccc2c(c1)OCCO2	21%	0%	-7%	?	-32%	10%	3	33%	-14%
O=C(Cn1ncc2c3ccccc3n(Cc3ccccc3)c2c1=O)N1CCN(c2ccccn2)CC1	2%	.	-23%	19%	-5%	8%	1	12%	0%
CN(CCO)Cc1csc2ccc(Br)cc12	3%	5%	-9%	?	-10%	13%	-1	37%	0%
COc1cc(C(=O)Nc2ccc3c(c2)N(C(=O)CCN(C)C)c2ccccc2CC3)cc(OC)c1OC	2%	0%	-18%	-13%	-19%	12%	-4	1%	1%
CC(C)CN(c1ccccc1)S(=O)(=O)c1nnc(NC(=O)c2ccco2)s1	8%&-2%	?	-16%&2%	-42%	-36%[57.1 µM]	19%[56.9 µM]	1&-1	42%&15%[activator]	-15%&-7%
COC(=O)c1n[nH]c2ccccc12	4%	94%[activator]	-10%	-5%[59 µM]	4%	2%	4	10%	1%
CCOc1ccccc1N1CC(O)=C(c2nc3ccccc3s2)C1=N	20%	-2%[57.4 µM]	-33%	2%[59 µM]	-3%	-23%	1	25%	.
COc1cc(/C=C/C(=O)OCC(=O)NC2CCS(=O)(=O)C2)ccc1OC(F)F (stereo unspecified)	1%	-1%	-16%	43%[activator][12.7 µM]	0%	20%	-5	6%	0%
COc1ccccc1C(=O)Nc1ccc(N2CCN(S(C)(=O)=O)CC2)cc1	31%[activator]	-6%	-9%	?	4%	-16%	6	44%[activator]	-4%
O=C(c1ccc(CNc2c(N3CCOCC3)c(=O)c2=O)cc1)N1CC=C(c2ccccc2)CC1	21%	-16%	-17%	-5%[59 µM]	2%	-6%	-8	20%	-6%
O=c1c2ccccc2nc(/C=C/c2ccc(Cl)cc2)n1CCO	17%	0%	3%	35%	?	-26%	0	24%	-6%
CC(C)c1cc(NC(=O)C(C)(C)C)cc(C(C)C)c1O	32%	78%[activator][57.4 µM]	-24%	-6%[59 µM]	0%	15%	-2	58%[activator]	4%
CN1C(=O)Cc2cc(S(=O)(=O)NCc3cccs3)ccc21	6%	-1%	-11%	.	?	-7%	?	29%	13%
Cc1ccc(S(=O)(=O)NCCC(c2ccccc2)c2ccccc2)cc1C(=O)O	40%[activator]	-8%	79µM*	-33%	-19%	-7%	-4	-20%	-7%
Cn1c2c(c(=O)n(C)c1=O)C(c1ccc(F)cc1)C(C#N)=C(N)O2 (stereo unspecified)	0%	5%	-7%	45µM*	-15%	-4%	-6	20%	0%
Cc1ccc(OCCSc2nnc(-c3ccncc3)n2C)cc1	-4%	-29%	-2%	40µM*	0%	-45%	-4	22%	9%
Cc1ccc(-c2cnc(SCC(=O)N3CCCc4ccccc43)n2C)cc1	-9%	16%	?	11µM*	28µM*	-4%	2	?	.
CC(C)(C)OC(=O)N1CCC(CNC(=O)c2ccc(F)cc2)CC1	-1%	4%	-5%	7%	-17%	3%	-1	91%[activator]	1%
O=C(COC(=O)c1ccc(-c2nnc(-c3ccccc3)o2)cc1)c1ccccc1	-1%	-4%	-16%	5%[59 µM]	2%	-1%	-2	32%	6%
Cc1ccc(NC(=O)c2oc3c(c2C)C(=O)CC(C)(C)C3)cc1	-4%	0%	-4%	-23%[12.7 µM]	-18%	6%	2	41%[activator]	0%
COc1ccc(Cn2c(C3CC3)nc3ccc(NC(=O)C4CC4)cc3c2=O)cc1	-1%	-11%	-20%	14%[59 µM]	7%	-12%	1	29%	14%
COc1ccccc1Oc1c(C)oc2cc(OC(=O)c3ccco3)ccc2c1=O	0%	1%	-24%	-9%[59 µM]	-3%	-11%	44	8%	-1%
CCOC(=O)c1cccc(NC(=O)c2oc3c(c2C)-c2[nH]ncc2CC3)c1	5%	?	-11%	-32%[59 µM]	-1%	18%	-14	15%	1%
CCOC(=O)N1CCN(C(=O)CS(=O)(=O)Cc2nc(-c3ccccc3F)oc2C)CC1	-12%	22%	-12%	11%	-11%[57.1 µM]	19%[11.4 µM]	-3	53%[activator]	7%
Cc1ccc(C(=O)C2=C(O)C(=O)N(Cc3ccco3)C2c2cccc(Cl)c2)o1 (stereo unspecified)	-19%	25µM*	25µM*	40µM*	?	?	-7	1%	12%
CCC1COCCS(=O)(=O)N1Cc1ccccc1C (stereo unspecified)	-6%	10%	-1%	-12%	11%	1%	1	30%	-17%
COCCNC(=O)c1ccc(Cl)c(S(=O)(=O)Nc2cccc(C)c2C)c1	9%	432%[activator]	-23%	3%[12.7 µM]	-6%	5%	-8	14%	4%
O=C(O)CSc1nc2ccc(NC(=O)COc3ccc(Cl)cc3)cc2s1	-14%	-28%	?	-42%[59 µM]	71µM*	-3%	3	29%	0%
CC(C)CC(NS(=O)(=O)OCC(Cl)(Cl)Cl)c1ccccc1 (stereo unspecified)	?	?	40µM*	-16%	4%	-6%	0	-9%	-6%
Cc1cccc(N2CCN(C(=O)CN3C(=O)NC4(CCCCCC4)C3=O)CC2)c1C	-3%	-13%	-16%	3%[0.501 µM]	5%	4%	-1	16%	5%
CCCNC(=O)COc1ccc(-c2nn(C)c(=O)c3ccccc23)cc1	1%	1%	-9%	.	1%	13%	0	10%	-2%
O=C(NC1CCCCC1)c1ccc(Cn2c(SCc3ccc(F)cc3)nc3cccnc32)cc1	-2%	-16%	5%	-1%[59 µM]	0%	-21%	-3	31%	2%
CCC1(c2ccc(F)cc2)NC(=O)N(CC(=O)NCc2ccc(F)cc2)C1=O (stereo unspecified)	5%	?	0%	-7%[2.33 µM]	18%	21%	0	11%	0%
CCCS(=O)(=O)c1c(S(=O)(=O)CCC)c2c(C)cccn2c1C(=O)OC	-1%	-19%	?	32µM*	7%[57.1 µM]	5%	-3	-16%	.
COc1ccc(CNC(=O)CN(c2ccc(C(C)=O)cc2)S(=O)(=O)c2ccc(C)cc2)cc1OC	0%	?	-8%	.	.	-12%	4	28%	1%
C(=N\n1cnnc1)/c1ccc(OCc2cccc3ccccc23)cc1	12%	-1%	-18%	-8%	?	27%	2	27%	12%
O=[N+]([O-])c1ccc(O)c(/C=N/Nc2nn[nH]n2)c1	7%	0%	10µM*	-2%	6.3µM*	18%	4	37%	-4%

Compound profiles, from the list above:
CCCS(=O)(=O)c1c(S(=O)(=O)CCC)c2c(C)cccn2c1C(=O)OC in the list: GLS inh: -1%; ALOX12 inh: -19%; JMJD2A Tudor inh: ?; G9a block: 32µM*; BAZ2B inh: 7%[57.1 µM]; RGS4 inhibitor: 5%; PI4K2A inh: -3; HP1b binding inh: -16%; ERG Ets-DNA blk: .
COc1ccc(Cn2c(C3CC3)nc3ccc(NC(=O)C4CC4)cc3c2=O)cc1 in the list: GLS inh: -1%; ALOX12 inh: -11%; JMJD2A Tudor inh: -20%; G9a block: 14%[59 µM]; BAZ2B inh: 7%; RGS4 inhibitor: -12%; PI4K2A inh: 1; HP1b binding inh: 29%; ERG Ets-DNA blk: 14%
